P. falciparum M17LAP: P. falciparum M17LAP inhibitors, primary screen, biochemical, fluorogenic H-Leu-NHMec substrate, 1536-well (AID 1619); 220,000 tested, 0.38% active; recombinant M17LAP, H-Leu-NHMec fluorogenic kinetic assay; higher % means a stronger effect; inhibition, % at 30 µM; hits with a dose series show IC50 in µM;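 active = compound inhibiting the enzyme by more than half at any dose during confirmatory dose-response retesting; inconclusive = strong single-dose inhibitors picked by rank but not retested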;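 note: plate controls were full reaction with DMSO carrier for no effect and no enzyme background for full effect; strong numbers were not always called active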
b-catenin transl: beta-catenin nuclear translocation modulation. HeLa beta-catenin nuclear translocation, immunofluorescence imaging. nuclear translocation activity, % at 5 µM. 190,000 tested, 0.3% active;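 active = nuclear translocation activity above 50% at 5 µM, with a well cell count of 50 or more; inconclusive = wells under 50 cells across six images, flagged as toxic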;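 note: per-cell ratio of nuclear to cytoplasmic median beta-catenin stain intensity; plate controls were DMSO negative control for no effect and GSK-3 inhibitor IX positive control for full effect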
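System: HeLa cells, endogenous beta-catenin; compound dosing: 5 µM primary single dose, 0.1% DMSO, 0.02–20 µM confirmation series; incubation: 24 h compound exposure at 37°C, 5% CO2; signal: beta-catenin immunofluorescence imaging with DAPI; evaluation: % activation, nuclear-to-cytoplasmic median beta-catenin signal ratio per cell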
Autophagy HCS: modulators of autophagy; MEF GFP-LC3 puncta imaging; test concentration mostly 10 µM; calls only at 10 µM (by protocol); AID 463193; 190,000 tested, 0.98% active;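 active = percentage of spot-positive cells more than 3 SD above its plate mean, without a fluorescence outlier flag or 80% toxicity; inconclusive = no clear call, values can overlap the other calls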;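 note: spot-positive cell cutoff set from DMSO-treated cells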
M1AAP inhibition: P. falciparum M1AAP inhibitors, biochemical, fluorogenic H-Leu-NHMec substrate, 1536-well (AID 1445). 220,000 tested, 0.42% active. recombinant M1AAP, H-Leu-NHMec fluorogenic kinetic assay; higher % means a stronger effect. inhibition, % at 30 µM; hits with a dose series show IC50 in µM;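 active = primary inhibition above the hit cutoff, then over 50% inhibition at one or more dose response concentrations, cut at about 23% in these data, passing the limit was not always enough; inconclusive = conflicting primary data, or primary hits not chosen for dose response; inactive = low primary inhibition, or under 50% at every dose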;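 note: plate controls were DMSO full reaction for no effect and no enzyme background for full effect; strong numbers were not always called active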
WT yeast gro inh: growth inhibition of WT yeast, mitochondrial fusion screen. mitochondrial fusion phenotypic screen, WT strain. inhibition, % at 10 µM. 190,000 tested, 2.1% active; in the data active = inhibition above about 58%; tested in S. cerevisiae
Dynein cargo inh: blocks dynein driven cargo transport along microtubules | 3617.4 mouse cells, GR-EGFP nuclear translocation imaging; test concentration mostly 20 µM; stimulated with dexamethasone, 1 µM; active compounds read low | z-score, hits read low | 220,000 tested, 0.47% active | AID 1381;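 active = plate z-score of nuclear minus cytoplasmic receptor signal below a set negative limit, without overly bright fluorescence or cell loss, cut at about -3.5 in these data, passing the limit was not always enough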;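 note: z-score of nuclear minus cytoplasmic ring GR-EGFP intensity difference per well; some compounds called inactive have numbers as strong as hits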
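Schedule: 48 h induction, then 1 h compound, then 30 min agonist, 37 °C. Buffer or medium: tetracycline-free induction medium containing charcoal-stripped FBS. Reagent: 1.0 µM final dexamethasone stimulus. Evaluation: nuclear versus cytoplasmic GR-EGFP signal, averaged per well. Signal: high-content fluorescence imaging after fixation.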
Yfh1-off respiration: mitochondrial function rescue without frataxin homolog – Friedreich's ataxia, plus single-dose screen, dose response (AID 1465). S. cerevisiae Yfh1-off respiration, WST-1 reduction, 72 h; higher fold induction means a stronger effect. fold induction at 50 µM, or EC50 in µM where a hit was titrated. 220,000 tested, 0.074% active;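 active = fold induction of absorbance versus untreated yeast above a set limit, then at least 30% activation at any dose in follow-up; inconclusive = repeats straddling the limit, or above it without dose testing; inactive = fold induction below the set limit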;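 note: activators that raise dye reduction in frataxin-depleted yeast; strong numbers were not always called active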
T cell modulator: T cell immune modulation candidate. 2C CD8+ T cell-vesicle binding, flow cytometry; active compounds read low. calls only at 7 µM. 330,000 tested, 0.068% active. AID 2052;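 active = response, share of CD8 T cells binding vesicles, and their 90th percentile fluorescence all below set limits, cut at about 80% in these data, passing the limit was not always enough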
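Benchmarks: naked versus QL9-loaded vesicles / Assay system: purified 2C TCR transgenic mouse naive CD8+ T cells / Technique: high-throughput flow cytometry with anti-B7-1 and anti-CD8 staining / Timing: Cell–vesicle co-incubation 1.5 h at 37 °C, staining 20 min on ice / Read-out: percent CD8+ FL2 mean versus row control / Probe or stimulus: QL9-loaded Drosophila micro-vesicles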
MT stabilizer: microtubule stabilization, imaging screen; HeLa tubulin immunostaining HCS, 24 h; share of cells brighter than vehicle mean+2SD; % tubulin-high responders, % at 10 µM; 200,000 tested, 0.83% active;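 active = plate Z-score above 3 for both tubulin-high and condensed-nucleus cell shares, with cell loss under 80%, at 10 µM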;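 note: anti alpha tubulin signal scored within the nucleus-defined area of each cell; some results filed as inactive read as strong as hits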
WT yeast gro inh mutant strain: also measured in WT yeast gro inh; calls as there; inhibition, %; mitochondrial fusion phenotypic screen, mutant strain inhibition
Dynein cargo inh cytoplasmic EGFP: second read-out of Dynein cargo inh, no call of its own (marks repeat the call); z-score; measured here: cytoplasmic GR-EGFP intensity; active compounds read high
Dynein cargo inh nuclear GR-EGFP: second read-out of Dynein cargo inh, no call of its own (marks repeat the call); z-score; measured here: nuclear GR-EGFP intensity;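 lower value marks the stronger effect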
Dynein cargo inh cell count: recorded beside Dynein cargo inh, whose call it bears; z-score; measured here: cell count per field
b-catenin transl cell count 5 µM: further read-out of b-catenin transl, marked with its call; cell count; measured here: cell count, cytotoxicity flag
T cell modulator vesicle-bound %: also measured in T cell modulator; calls as there; double positive events, %; measured here: CD8+ vesicle-bound cell fraction;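 binding gate set so that unloaded-vesicle control wells show 10% double positive cells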
MT stabilizer Hoechst-high %: further read-out of MT stabilizer, marked with its call; % Hoechst-high responders; measured here: nuclear condensation Hoechst responders;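 share of cells brighter than vehicle mean plus two SD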
MT stabilizer cytotoxicity %: recorded beside MT stabilizer, whose call it bears; toxicity, %; measured here: cytotoxicity by cell density;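 0% = mean cell density of plate MIN control wells and 100% = no cells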
Autophagy HCS cell loss 18 h: also measured in Autophagy HCS; calls as there; toxicity, %; measured here: cell loss, nuclei count;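 cell loss after 18 h compound exposure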
Active calls of the source: *; i = inactive; ? = inconclusive; . = no result given; + = active, no number.

SMILES	P. falciparum M17LAP	b-catenin transl	b-catenin transl cell count 5 µM	Autophagy HCS	Autophagy HCS cell loss 18 h	M1AAP inhibition	WT yeast gro inh	WT yeast gro inh mutant strain	Dynein cargo inh	Dynein cargo inh cytoplasmic EGFP	Dynein cargo inh nuclear GR-EGFP	Dynein cargo inh cell count	Yfh1-off respiration	T cell modulator	T cell modulator vesicle-bound %	MT stabilizer	MT stabilizer Hoechst-high %	MT stabilizer cytotoxicity %
Cc1ccc(-c2nnn3c2nc(Cl)c2ccccc23)cc1	3%	0.0	1064	i	8	6%	16	15	-0.75	-0.23	-0.44	0.71	i	.	.	3.0	2.6	3.9
CCCCC1(CC)C(=O)NC(=O)NC1=Nc1ccc(OC)cc1 (stereo unspecified)	31%	-0.4	1368	i	6	4%	-13	25	-0.78	-0.31	-0.013	-0.26	i	i	40	5.5	2.8	0.4
COc1cc(NC(=O)Cc2ccccc2OC)cc(OC)c1	3%	.	.	i	1	4%	5	14	0.76	-0.21	0.58	-1.2	i	i	22	4.6	2.3	9.3
COc1cc(NC2c3ccccc3C(=O)N2Cc2ccc3c(c2)OCO3)cc(OC)c1OC (stereo unspecified)	4%	.	.	i	12	4%	2	6	-0.95	-0.22	-0.57	0.58	i	i	27	6.8	2.7	7.7
C=CCN(c1cccc(C(F)(F)F)c1)S(=O)(=O)c1cccc(C(=O)OCC(=O)Nc2ccccc2)c1	12%	2.2	862	i	7	-1%	14	1	-0.31	-0.23	-0.091	0.39	i	i	2	2.3	2.4	8.8
Cc1ccc2[nH]c(CN3CCC(CO)(CC4CCCCO4)CC3)c(C)c2c1 (stereo unspecified)	5%	7.2	969	i	25	3%	18	15	-0.058	-0.039	0.22	0.04	i	i	30	4.4	2.4	6.3
CCN1CCN(CCCOc2ccc(-c3ccccc3)cc2)CC1	-2%	.	.	+	-7.0*	3%	22	22	7.7	0.91	4.8	-4.2	i	i	13	2.4	2.4	0.3
O=c1[nH]c2ccc(Br)cc2c(-c2ccccc2)c1CN1CCOCC1	16%	1.1	1138	i	17	54µM*	-4	-4	1.1	-0.085	0.7	-0.68	i	i	47	0.9	2.4	9.3
O=S(=O)(NCc1csc(-c2cccnc2)n1)c1cccs1	0%	-1.0	1096	i	7	3%	-5	-6	-0.43	0.0018	0.15	0.67	i	i	48	4.8	2.3	6.1
COc1ccc(Cn2nnnc2C(c2cc3cccc(C)c3[nH]c2=O)N2CCOCC2)cc1 (stereo unspecified)	0%	-1.6	1329	.	.	17%	-3	3	-0.92	-0.21	-0.17	0.69	i	i	40	2.3	2.4	6.3
CC1=C(C(=O)OC(C)C)C(c2ccccc2)NC(=S)N1C (stereo unspecified)	3%	-0.2	925	i	-3	7%	-16	5	-0.72	-0.24	-0.5	0.57	i	i	23	4.6	2.1	5.4
CCn1nnnc1SCC(=O)c1ccc(C)cc1C	-5%	1.7	455	i	-8	10%	-5	10	-0.078	-0.18	0.34	0.36	i	i	61	4.3	2.7	5.1
Cc1ccc2c([N+](=O)[O-])c(C)ccc2n1	-1%	2.0	1281	i	4	1%	3	3	2.7	-0.12	0.76	-1.3	i	i	19	2.0	2.1	0.0
COc1ccc(N2C(=O)c3cccc4cc(Br)cc(c34)C2=O)cc1	1%	0.0	1459	i	0	2%	-18	2	-0.097	0.3	0.27	-0.42	i	i	58	6.0	2.9	4.6
CC1CCCCN1CCNC(=O)Cn1nc(-c2ccccc2)ccc1=O (stereo unspecified)	2%	.	.	+	-5.1*	2%	-3	-15	-0.69	-0.27	-0.11	1.5	i	i	31	3.8	2.5	13
Cc1ccc(-c2n[nH]c(=S)n2/N=C\c2ccco2)cc1	1%	1.1	1123	i	2	7%	-13	-15	1.2	-0.24	0.95	-0.69	i	i	41	4.5	5.1	7.9
COc1ccc(Nc2ncc(F)c(N3CCOCC3)n2)cc1	3%	-3.0	1032	i	9	4%	10	1	-0.013	-0.24	0.24	-0.08	i	i	30	3.7	2.2	0.2
CCN1CCN(C(c2cc3cccc(C)c3[nH]c2=O)c2nnnn2Cc2ccccc2)CC1 (stereo unspecified)	0%	0.3	1060	i	17	13%	6	-1	-0.26	-0.19	0.18	0.034	i	i	54	3.5	3.6	8.8
Cc1ccc(C)c(NC(=S)N2CCN(CCO)CC2)c1	-15%	.	.	i	1	-4%	-9	10	-0.43	-0.27	-0.55	-0.027	i	i	24	3.0	3.0	3.9
O=C(Nc1ccc(-c2nc3ccccc3o2)cc1)c1ccc(N2C(=O)C3C4C=CC(C4)C3C2=O)cc1 (stereo unspecified)	-1%	-1.6	1081	i	8	7%	16	17	0.34	0.033	0.085	0.64	i	i	53	1.3	0.4	4.0
CCOc1ccc(C(=O)N2CCCCCC2)cc1	1%	.	.	i	3	4%	-9	-4	-0.058	-0.25	-0.69	0.0061	i	i	47	3.6	1.2	2.1
C[C@H](NC(=O)C1(c2ccccc2)CCN(C(=O)[C@H]2CSCN2C(=O)OC(C)(C)C)CC1)C(=O)O	1%	-1.7	945	i	4	1%	9	8	0.93	-0.16	0.64	-0.75	i	i	45	1.6	2.0	9.8
NC(=O)C1CCN(c2ccc(S(=O)(=O)N3CCCCC3)cn2)CC1	-7%	-3.1	1096	i	3	-1%	-7	2	0.044	-0.21	0.54	0.22	i	i	49	7.4	1.1	8.2
COc1cccc(CNC(=O)Nc2cccs2)c1	19%	-6.3	967	i	4	2%	-4	1	0.09	-0.27	-0.0077	0.57	i	i	10	4.8	2.8	2.9
COc1ccc(OC(C)c2nnc(N)s2)cc1 (stereo unspecified)	7%	-1.6	1051	i	8	1%	-11	-7	-0.36	-0.27	0.0024	0.34	i	i	28	1.3	1.0	5.0
Oc1ccc2ccccc2c1/C=N/Nc1nnc(-c2ncc[nH]2)c2ccccc12	-11%	0.0	1091	i	32	10%	41	16	2.5	19	6.4	-1.3	i	i	45	4.6	0.5	18
CC(C)n1c2ccccc2c2nnc(SCC(=O)Nc3ccccc3C(=O)O)nc21	30%	-1.3	1124	i	18	?	8	4	-1.2	-0.26	-0.55	1.1	i	i	58	1.8	1.3	2.3
CN(C)[C@@H]1CCC[C@@H]1OC(=O)C(c1ccccc1)c1ccccc1	7%	-0.5	1051	i	-2	1%	-2	4	-0.37	-0.21	0.049	0.17	i	i	44	3.4	3.7	4.0
CCNc1ccc(C(=O)OCC(=O)c2cc(C)n(Cc3ccc4c(c3)OCO4)c2C)cc1[N+](=O)[O-]	2%	3.0	1100	i	-7	-1%	-15	-14	-0.94	-0.16	-0.68	0.41	i	i	49	1.7	2.3	5.9
COc1ccc(-c2cnnc(N/N=C/c3ccc(OC)c(OC)c3)n2)cc1	5%	-0.3	1026	i	10	-10%	23	6	0.22	0.027	-0.19	0.52	i	i	39	5.0	2.3	9.6
c1ccc2cc3c(NCCN4CCOCC4)ccnc3cc2c1	-124%	-0.6	864	i	12	8%	-2	10	0.13	-0.2	0.46	-0.5	i	.	.	1.5	1.8	1.3
Cc1cc(C)c(S(=O)(=O)c2ccccc2)c(N2CCOCC2)n1	6%	-2.4	1126	i	1	-1%	-9	5	-0.48	-0.35	0.073	0.79	i	i	45	2.3	2.5	8.3
Clc1ccc(-c2nnc(CCc3ccccc3)o2)c(Cl)c1	18%	-0.8	1438	i	4	4%	42	37	0.58	-0.22	0.93	-0.086	i	i	20	3.4	1.3	1.0
C=CCOc1cccc(CNc2cccc(C(=O)O)c2)c1	-4%	1.1	1237	.	.	5%	.	.	0.6	-0.29	0.29	-0.0057	i	i	30	.	.	.
CCn1nnc(NC(=O)C(C)Oc2ccc(Cl)cc2Cl)n1 (stereo unspecified)	9%	-0.4	783	i	4	7%	-2	-21	2.1	-0.12	2.2	-2.2	i	i	41	1.5	1.7	6.7
COC(=O)c1c(NC(=O)c2cnccn2)sc2c1CCC2	-8%	1.7	1073	i	-10	9%	13	-13	-2	1.8	-0.68	1.9	.	i	19	2.7	1.7	5.4
O=C(CCCc1ccccc1)N1CCc2ccccc21	-3%	-6.5	1193	i	7	7%	-6	6	-0.94	-0.3	-0.25	1.3	i	i	18	1.3	1.5	11

Taken from above.
Dynein cargo inh, `Clc1ccc(-c2nnc(CCc3ccccc3)o2)c(Cl)c1` : 0.58
WT yeast gro inh mutant strain, `O=C(CCCc1ccccc1)N1CCc2ccccc21` : 6

Screening results deposited in PubChem by several laboratories.
